High-throughput results from PubChem.
PAD4 FP inh: blocks human protein arginine deiminase 4 | Q9UM07 | 330,000 tested, 0.41% active | inhibition, % at 6.36 µM | recombinant PAD4, RCA probe fluorescence polarization;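 active = percent inhibition above a cutoff equal to the mean of all tested compounds plus 3 SD, cut at about 15% in these data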;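 note: 0% = PAD4 with RCA probe and DMSO and 100% = probe without PAD4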
Target sequence (Q9UM07 whole entry, looked up): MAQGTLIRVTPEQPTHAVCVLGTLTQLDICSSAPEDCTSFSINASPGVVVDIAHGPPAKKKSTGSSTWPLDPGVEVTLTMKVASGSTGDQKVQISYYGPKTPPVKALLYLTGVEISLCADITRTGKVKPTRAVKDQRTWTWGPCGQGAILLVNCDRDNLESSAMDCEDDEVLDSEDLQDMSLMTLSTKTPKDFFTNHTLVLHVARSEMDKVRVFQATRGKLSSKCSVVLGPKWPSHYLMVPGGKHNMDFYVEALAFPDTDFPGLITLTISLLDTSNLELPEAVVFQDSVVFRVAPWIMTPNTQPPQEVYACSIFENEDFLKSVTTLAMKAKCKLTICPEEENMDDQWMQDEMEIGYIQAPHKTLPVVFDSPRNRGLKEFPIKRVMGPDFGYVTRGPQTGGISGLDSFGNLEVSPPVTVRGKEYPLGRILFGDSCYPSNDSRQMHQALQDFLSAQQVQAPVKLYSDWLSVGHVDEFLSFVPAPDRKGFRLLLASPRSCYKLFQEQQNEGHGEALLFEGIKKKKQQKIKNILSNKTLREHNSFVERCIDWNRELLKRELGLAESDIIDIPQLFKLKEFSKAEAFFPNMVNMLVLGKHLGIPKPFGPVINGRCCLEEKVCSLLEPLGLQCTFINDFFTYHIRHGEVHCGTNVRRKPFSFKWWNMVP
GLD-1 RNA inh: GLD-1-TGE RNA interaction inhibition (C. elegans) | 320,000 tested, 0.44% active | inhibition, % at 5.96 µM | Q17339 | purified GLD-1 + fluorescein TGE RNA, fluorescence polarization;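 active = percent inhibition above a per-plate cutoff, the plate mean of test compounds plus 3 SD, cut at about 30% in these data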;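 note: 0% = DMSO wells with GLD-1 and probe and 100% = wells lacking GLD-1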
Target sequence (Q17339 whole entry, looked up): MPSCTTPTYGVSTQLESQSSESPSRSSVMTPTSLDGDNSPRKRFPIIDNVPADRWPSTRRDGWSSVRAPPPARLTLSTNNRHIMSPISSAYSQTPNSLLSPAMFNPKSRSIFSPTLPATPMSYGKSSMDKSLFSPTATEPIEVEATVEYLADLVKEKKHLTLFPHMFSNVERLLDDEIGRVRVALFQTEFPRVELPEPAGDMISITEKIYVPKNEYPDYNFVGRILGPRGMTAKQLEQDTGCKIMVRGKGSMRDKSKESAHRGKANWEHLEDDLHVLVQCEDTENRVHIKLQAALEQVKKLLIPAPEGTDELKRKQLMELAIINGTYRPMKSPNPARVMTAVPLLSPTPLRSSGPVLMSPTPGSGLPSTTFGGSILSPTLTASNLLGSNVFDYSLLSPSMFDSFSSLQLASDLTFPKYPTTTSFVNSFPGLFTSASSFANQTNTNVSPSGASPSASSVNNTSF
Starred values were filed as active, the others as inactive.

COc1ccc(C(CNS(=O)(=O)c2ccc(NC(C)=O)c(OC)c2)N2CCCCC2)cc1 (stereo not given) was read as PAD4 FP inh 5 and GLD-1 RNA inh 2.
CCN(C(=O)COC(=O)c1cc(OC)ccc1Br)C1CCS(=O)(=O)C1 (stereo not given) was read as PAD4 FP inh -4 and GLD-1 RNA inh 0.
`CCC(CO)Oc1cc(NCc2cccc(C)c2)c2ncn(C(C)C)c2c1` (stereo not given) gave PAD4 FP inh -11 and GLD-1 RNA inh -2.
For COc1ccccc1NS(=O)(=O)c1ccc(C(=O)NCC(c2ccc(F)cc2)N2CCOCC2)cc1 (stereo not given) the results were PAD4 FP inh -4 and GLD-1 RNA inh 0.
Screening C=CCC[C@H](Cc1ccc(F)cc1)C(=O)OC[C@@H](C)NC(=O)[C@@H](CC=C)CC(=O)N[C@@H](CO)Cc1ccccc1 returned PAD4 FP inh 3 and GLD-1 RNA inh 6.
O=C(COC(=O)Cc1ccc(Cl)cc1Cl)NC1CC1 was read as PAD4 FP inh -5 and GLD-1 RNA inh 2.
For COc1ccc(S(=O)(=O)N2CCOCC2)cc1NC(=O)CSc1ncccn1 the results were PAD4 FP inh 0 and GLD-1 RNA inh 3.
O=C(C[C@@H]1C/C=C\C[C@H](NC(=O)OCC2c3ccccc3-c3ccccc32)C(=O)OC[C@@H]2CCCN2C1=O)N[C@@H](CO)Cc1ccccc1 was read as PAD4 FP inh -1 and GLD-1 RNA inh 0.
Clc1ccccc1-c1ccc2ncnc(NCc3cccnc3)c2c1 was read as PAD4 FP inh 2 and GLD-1 RNA inh -1.
Cc1cc(NC(=O)COC(=O)c2ccccc2Cl)no1 was read as PAD4 FP inh 0 and GLD-1 RNA inh 3.
`Cc1ccc(NC(=O)CN(C)C(=O)c2ccc(Cl)c(S(=O)(=O)NCc3ccco3)c2)cc1` gave PAD4 FP inh -5 and GLD-1 RNA inh -1.
Screening COc1ccc(NS(=O)(=O)c2cc(NC(=O)COc3ccc(OC)cc3)ccc2N2CCOCC2)cc1 returned PAD4 FP inh 1 and GLD-1 RNA inh -6.
For CC(C)CCOc1ccc(C(=O)NNC(=O)CNC(=O)c2ccccc2F)cc1 the results were PAD4 FP inh -3 and GLD-1 RNA inh -2.
For O=C(Nc1cccc(S(=O)(=O)N2CCCC2)c1)c1ccc(Cl)nc1 the results were PAD4 FP inh -3 and GLD-1 RNA inh 0.
For CC(NS(=O)(=O)c1cc(C(F)(F)F)ccc1Cl)C(=O)N(C)C1CCN(C)CC1 (stereo not given) the results were PAD4 FP inh 1 and GLD-1 RNA inh -1.
For NS(=O)(=O)c1cccc(NC(=O)c2ccc(S(=O)(=O)N3CCCCCC3)cc2)c1 the results were PAD4 FP inh 2 and GLD-1 RNA inh -8.
CC(=O)c1cccc(NC(=O)CN2C(=O)NC(C)(C)C2=O)c1 was read as PAD4 FP inh -1 and GLD-1 RNA inh 8.
CC(=O)Nc1ccc(NC(=O)C(C)OC(=O)CCSc2ccccc2Cl)cc1 (stereo not given) was read as PAD4 FP inh -7 and GLD-1 RNA inh 5.
COc1ccc(CCN(C)C(=O)c2ccc3c(=O)n4c(nc3c2)CCCCC4)cc1OC was read as PAD4 FP inh -3 and GLD-1 RNA inh 4.
For O=C(C[C@@H]1C/C=C/CC[C@@H](Cc2ccc(F)cc2)C(=O)O[C@@H](c2ccccc2)CNC1=O)NCCO the results were PAD4 FP inh 2 and GLD-1 RNA inh 1.
`O=C(NCCc1ccccc1)c1cccc2c1C(=O)c1ccc(N3CCOCC3)cc1S2(=O)=O` gave PAD4 FP inh -8 and GLD-1 RNA inh -10.
Screening C[C@H]1CN([C@@H](C)CO)C(=O)Cc2cc(NC(=O)C3CC3)ccc2O[C@H]1CN(C)Cc1ccc(Oc2ccccc2)cc1 returned PAD4 FP inh 8 and GLD-1 RNA inh 1.
`O=C(N[C@H]1C/C=C\C[C@H](CC(=O)N(CCO)Cc2ccccc2)C(=O)N[C@@H](c2ccccc2)COC1=O)OCC1c2ccccc2-c2ccccc21` gave PAD4 FP inh 2 and GLD-1 RNA inh -7.
`Cc1ccc(C(=O)OCC(=O)N(Cc2ccccc2)C(C)C)cc1C` gave PAD4 FP inh 1 and GLD-1 RNA inh 0.
COc1ccc2sc(-c3ccc(S(C)(=O)=O)cc3)c(C(=O)NCCc3c[nH]c4ccccc34)c2c1 was read as PAD4 FP inh -2 and GLD-1 RNA inh 4.
`C=CCC[C@H](Cc1ccc(F)cc1)C(=O)OC[C@@H](Cc1c[nH]c2ccccc12)NC(=O)[C@@H](CC=C)CC(=O)NCCO` gave PAD4 FP inh 0 and GLD-1 RNA inh 7.
Cc1ccc(C(=O)NCC(=O)N2CCCN(C)CC2)cc1C was read as PAD4 FP inh 0 and GLD-1 RNA inh 3.
For COc1ccccc1CNC(=O)CN1C(=O)NC2(CCC(C)CC2)C1=O (stereo not given) the results were PAD4 FP inh 2 and GLD-1 RNA inh -1.
`CCOC(=O)[C@@H]1[C@H]2COc3ccccc3[C@H]2N2C(=O)N(c3ccc(Br)cc3)C(=O)[C@]12C` gave PAD4 FP inh -4 and GLD-1 RNA inh 4.
`O=C(COC(=O)/C=C/c1cccc(Cl)c1)Nc1ccc(N2CCOCC2)cc1` gave PAD4 FP inh -2 and GLD-1 RNA inh 1.
`COc1ccc(C2=Nn3c(nnc3-c3ccccc3F)SC2)cc1OC1CCOC1` (stereo not given) gave PAD4 FP inh 5 and GLD-1 RNA inh 3.
`C=C[C@@]1(C)CCC(/C(C)=C/C=C/C(C)(C)O)C[C@@H]1C(=C)C` (stereo not given in full) gave PAD4 FP inh -2 and GLD-1 RNA inh 4.
COc1ccccc1C(=O)OCC#CCSc1nnc(-c2cccc3ccccc23)o1 was read as PAD4 FP inh -3 and GLD-1 RNA inh 6.
Screening O=C(COC(=O)c1cc([N+](=O)[O-])ccc1NCCO)Nc1cccnc1Cl returned PAD4 FP inh 3 and GLD-1 RNA inh 5.
For C[C@@H]1CN([C@@H](C)CO)C(=O)Cc2cc(NS(=O)(=O)c3cn(C)cn3)ccc2O[C@@H]1CN(C)C(=O)Nc1ccccc1 the results were PAD4 FP inh 4 and GLD-1 RNA inh 8.
`CC(=O)Nc1ccc(S(=O)(=O)N(C)CC(=O)N2CCN(C(=O)c3ccco3)CC2)cc1` gave PAD4 FP inh 5 and GLD-1 RNA inh 0.
CCOc1ncccc1C(=O)NNC(=O)c1cccc(S(=O)(=O)N2CCOCC2)c1 was read as PAD4 FP inh 2 and GLD-1 RNA inh 2.
Screening C=CCC[C@H](Cc1ccc(F)cc1)C(=O)OC[C@H](Cc1c[nH]c2ccccc12)NC(=O)[C@H](CC=C)CC(=O)N(CCO)Cc1ccccc1 returned PAD4 FP inh -2 and GLD-1 RNA inh 7.
For O=C(Cc1ccc(Cl)cc1)NNC(=O)C(=O)NC1CCCCC1 the results were PAD4 FP inh 2 and GLD-1 RNA inh 7.
For Cc1cc(C)c(NC(=O)CSc2cccc[n+]2[O-])c(C)c1 the results were PAD4 FP inh -1 and GLD-1 RNA inh 2.
For O=C(CN1C(=O)NC(c2ccccc2)(c2ccccc2)C1=O)NCCc1ccc(F)cc1 the results were PAD4 FP inh -2 and GLD-1 RNA inh -4.
`CC(C)NC(=O)N(C)C[C@H]1Oc2ccc(NS(=O)(=O)c3cccs3)cc2C(=O)N([C@H](C)CO)C[C@@H]1C` gave PAD4 FP inh 4 and GLD-1 RNA inh 4.
`COc1c2ccoc2cc2oc(=O)ccc12` gave PAD4 FP inh -3 and GLD-1 RNA inh 4.
For O=C(Nc1cccc(S(=O)(=O)N2CCCCC2)c1)c1ccc(Cl)nc1 the results were PAD4 FP inh -3 and GLD-1 RNA inh -1.
`O=S(=O)(c1ccccc1)c1nc(-c2ccccc2Cl)oc1NCCCN1CCOCC1` gave PAD4 FP inh 1 and GLD-1 RNA inh -5.
CC(=O)Nc1ccc(C(=O)OCC(=O)N2CCCC2=O)cc1 was read as PAD4 FP inh -9 and GLD-1 RNA inh 7.
Screening CCN1C(=NCCc2ccccn2)N[C@@H](c2cccc(C(F)(F)F)c2)C(C(=O)OC)=C1C returned PAD4 FP inh 0 and GLD-1 RNA inh 7.
`O=C(NCCN1CCN(C(=O)c2cccc(OC(F)F)c2)CC1)c1cccc(OC(F)F)c1` gave PAD4 FP inh 6 and GLD-1 RNA inh 3.
`O=C(OCC(=O)N1CCC(Cc2ccccc2)CC1)c1cncc(Br)c1` gave PAD4 FP inh -1 and GLD-1 RNA inh 2.
Screening Cc1ccc(C(=O)N(C)Cc2nc3ccccc3c(=O)[nH]2)cc1NC(=O)c1ccco1 returned PAD4 FP inh -3 and GLD-1 RNA inh 2.
`O=C(COC(=O)Cc1ccc([N+](=O)[O-])cc1)NC1CCCCCC1` gave PAD4 FP inh -3 and GLD-1 RNA inh 7.
`NS(=O)(=O)c1ccc(N2CCOCC2)c(C(=O)NCc2cccs2)c1` gave PAD4 FP inh -5 and GLD-1 RNA inh -2.
Screening O=C(O)Cn1cnc2c(OCc3ccccc3)ncnc21 returned PAD4 FP inh 7 and GLD-1 RNA inh 3.
For O=C(CSc1nnc2ccccn12)Nc1ccc(N2CCOCC2)cc1 the results were PAD4 FP inh -4 and GLD-1 RNA inh 5.
For CC(NC(=O)COc1ccccc1)C(=O)N1CCN(c2ccc(F)cc2)CC1 (stereo not given) the results were PAD4 FP inh -1 and GLD-1 RNA inh 7.
Screening O=C(Nc1cccc(S(=O)(=O)Nc2ccc(SC(F)F)cc2)c1)C1CCC1 returned PAD4 FP inh -4 and GLD-1 RNA inh -4.
Screening Cc1nc(SCc2nc3c(O)cccc3[nH]2)c2oc3ccccc3c2n1 returned PAD4 FP inh 3 and GLD-1 RNA inh 3.
Screening Cc1ccc(C(=O)Nc2ccc(N3CCCCC3)cc2)cc1 returned PAD4 FP inh -3 and GLD-1 RNA inh 0.
For Cc1noc(C)c1S(=O)(=O)Nc1ccc2c(c1)C(=O)N([C@H](C)CO)C[C@H](C)[C@@H](CN(C)S(=O)(=O)c1ccccc1)O2 the results were PAD4 FP inh 3 and GLD-1 RNA inh 8.
COc1ccc2c(CC(=O)NNC(=O)c3ccc(O)cc3)coc2c1 was read as PAD4 FP inh 0 and GLD-1 RNA inh 2.

Reprinted at random: seven entries already listed.
For COc1ccccc1NS(=O)(=O)c1ccc(C(=O)NCC(c2ccc(F)cc2)N2CCOCC2)cc1 (stereo not given) the results were PAD4 FP inh -4 and GLD-1 RNA inh 0.
`O=C(NCCN1CCN(C(=O)c2cccc(OC(F)F)c2)CC1)c1cccc(OC(F)F)c1` gave PAD4 FP inh 6 and GLD-1 RNA inh 3.
`Cc1ccc(NC(=O)CN(C)C(=O)c2ccc(Cl)c(S(=O)(=O)NCc3ccco3)c2)cc1` gave PAD4 FP inh -5 and GLD-1 RNA inh -1.
`O=C(OCC(=O)N1CCC(Cc2ccccc2)CC1)c1cncc(Br)c1` gave PAD4 FP inh -1 and GLD-1 RNA inh 2.
`C=C[C@@]1(C)CCC(/C(C)=C/C=C/C(C)(C)O)C[C@@H]1C(=C)C` (stereo not given in full) gave PAD4 FP inh -2 and GLD-1 RNA inh 4.
`C=CCC[C@H](Cc1ccc(F)cc1)C(=O)OC[C@@H](Cc1c[nH]c2ccccc12)NC(=O)[C@@H](CC=C)CC(=O)NCCO` gave PAD4 FP inh 0 and GLD-1 RNA inh 7.
Screening Cc1ccc(C(=O)N(C)Cc2nc3ccccc3c(=O)[nH]2)cc1NC(=O)c1ccco1 returned PAD4 FP inh -3 and GLD-1 RNA inh 2.

The results go on.
For C[C@@]12C(=O)Nc3ccc(Cl)cc3C(=O)N1[C@H]1c3cc(Cl)ccc3OC[C@@H]1[C@@H]2c1ccccc1 the results were PAD4 FP inh 0 and GLD-1 RNA inh 2.
Screening CC(=O)c1ccc(NC(=O)C(C)O/N=C(\N)c2ccccc2)cc1 (stereo not given) returned PAD4 FP inh -1 and GLD-1 RNA inh 5.
For OCCO the results were PAD4 FP inh 2 and GLD-1 RNA inh 2.
`CCC(=NNC(=O)c1cccc(S(=O)(=O)N2CCOCC2)c1)c1ccccc1` gave PAD4 FP inh 0 and GLD-1 RNA inh 2.
`O=C(CSc1nnc(-c2ccccc2)o1)NC(=O)Cc1ccccc1` gave PAD4 FP inh -1 and GLD-1 RNA inh 4.
Screening COc1cc(N)c(Cl)cc1C(=O)OCC(=O)N1c2ccccc2NC(=O)C1(C)C returned PAD4 FP inh 3 and GLD-1 RNA inh 0.
Screening O=C(N[C@H]1C/C=C\C[C@@H](CC(=O)N(CCO)Cc2ccccc2)C(=O)NC[C@H](c2ccccc2)OC1=O)OCC1c2ccccc2-c2ccccc21 returned PAD4 FP inh 0 and GLD-1 RNA inh 4.
`c1ccc2cc(C3CCCCC3)ncc2c1` gave PAD4 FP inh 0 and GLD-1 RNA inh 1.
For COc1ccccc1/C=C/C(=O)OCC(=O)NC1CCS(=O)(=O)C1 (stereo not given) the results were PAD4 FP inh 5 and GLD-1 RNA inh -3.
Screening Cc1ccc(C)c(S(=O)(=O)N2CCN(c3ncnc4sccc34)CC2)c1 returned PAD4 FP inh -2 and GLD-1 RNA inh 6.
Screening CCOc1ncccc1C(=O)OCC(=O)Nc1ccc2c(c1)CCC2 returned PAD4 FP inh -3 and GLD-1 RNA inh -4.
`Cc1ccc(NC(=O)C2=CN3CCS(=O)(=O)N=C3C=C2)cc1` gave PAD4 FP inh 0 and GLD-1 RNA inh -4.
`O=C(O)Cc1ccc(-c2ccccc2)cc1` gave PAD4 FP inh 3 and GLD-1 RNA inh 1.
COc1ccc(/C=C/C(=O)OCC(=O)NC2CCCCCCC2)cc1 was read as PAD4 FP inh 0 and GLD-1 RNA inh 3.
For Cc1ccsc1C(=O)OCC(=O)N1CCN(c2ccccc2)CC1 the results were PAD4 FP inh 4 and GLD-1 RNA inh 1.
For O=C(COC(=O)COc1ccccc1[N+](=O)[O-])NCc1ccc2c(c1)OCO2 the results were PAD4 FP inh -6 and GLD-1 RNA inh -7.
`C=CC[C@@H](CC(=O)N[C@@H](CO)Cc1ccccc1)C(=O)N[C@@H](COC(=O)[C@@H](CC=C)Cc1ccc(F)cc1)Cc1c[nH]c2ccccc12` gave PAD4 FP inh -3 and GLD-1 RNA inh 5.

These rows are one share of the data; rates above refer to the full screens.
